OXTR agonist – activates the human oxytocin receptor; CHO-OTR cells, Fluo-8 calcium fluorescence; normalized: DMSO 0%, oxytocin 100%; activation, % at 3 µM; 320,000 tested, 0.32% active; AID 2435;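 active = activation above the mean of all tested compounds plus 3 SD, cutoff set per screening run, cut at about 20% in these data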;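 note: peak over basal fluorescence ratio from a 100 s FLIPR kinetic read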
Target sequence (P30559 whole entry, looked up): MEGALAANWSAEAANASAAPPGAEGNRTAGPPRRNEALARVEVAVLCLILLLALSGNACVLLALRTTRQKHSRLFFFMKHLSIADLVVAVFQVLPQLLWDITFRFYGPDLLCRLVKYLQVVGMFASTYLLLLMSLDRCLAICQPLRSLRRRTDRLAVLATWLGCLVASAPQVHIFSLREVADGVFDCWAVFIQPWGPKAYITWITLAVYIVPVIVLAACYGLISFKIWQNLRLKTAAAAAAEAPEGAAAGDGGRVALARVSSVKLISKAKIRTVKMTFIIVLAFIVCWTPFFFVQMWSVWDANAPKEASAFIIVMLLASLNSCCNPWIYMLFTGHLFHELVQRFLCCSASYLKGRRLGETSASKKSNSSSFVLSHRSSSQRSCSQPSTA
V1R ag counter – activates human V1a receptor in oxytocin agonist counter-screen. 320,000 tested, 0.25% active. P37288. AID 2797. CHO-V1R cells, Fluo-8 calcium fluorescence, agonist mode; 0% DMSO, 100% 3 nM vasopressin. activation, % at 3 µM;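 active = activation above the mean activation of all tested compounds plus 3 SD, per screening run, cut at about 20% in these data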;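 note: signal is peak over basal fluorescence ratio across a 100 second FLIPR read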
GalR3 antag – human GalR3 antagonism; O60755; HEK293 GalR3-CNG cAMP membrane potential fluorescence; galR3 body fused to GalR1 C-terminus; inhibition, % at 3 µM; 360,000 tested, 0.44% active; AID 651719;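 active = inhibition above the screen-wide average plus 3 SD, cut at about 13% in these data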;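 note: forskolin and galanin both at EC90 stimulate the cells; cAMP rise reported by CNG channel membrane potential dye signal; 0% = forskolin plus galanin with DMSO and 100% = forskolin alone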
An asterisk follows results filed as active; . = not tested or not shown; & = joins results of further samples. These rows are one share of the data (hit frequency here may not be typical).

SMILES	OXTR agonist	V1R ag counter	GalR3 antag
CCOC(=O)[C@H](CCc1ccccc1)N[C@@H](C)C(=O)N1Cc2ccccc2C[C@H]1C(=O)O	-2.5	-0.9	.
N[C@@H](Cc1c[nH]c2ccc(O)cc12)C(=O)O	-0.5	0.2	.
C[N+]1(C)CCC(=C(c2ccccc2)c2ccccc2)CC1	-0.4	0.4	.
CC12CCC(=O)C=C1CCC1C2CCC2(C)C1CCC2(O)C(=O)CO (configuration not stated)	-0.7	0.4	.
NC(N)=O	0.1	0.3	.
COc1cc([C@@H]2Oc3cc(C4Oc5cc(O)cc(O)c5C(=O)[C@H]4O)ccc3O[C@H]2CO)ccc1O (some centres not stated)	-0.9	-0.9	.
CCc1ccc(CCOc2ccc(CC3SC(=O)NC3=O)cc2)nc1 (configuration not stated)	-0.8	1.1	.
Cc1ccc(=O)n(-c2ccccc2)c1	1.6	0.0	.
CCC(=O)N1CCN(c2ccc(-n3c(=O)ccc4cnc5ccc(-c6cnc7ccccc7c6)cc5c43)cc2C(F)(F)F)CC1	.	.	5
Oc1ccc2c(c1)OCC1(O)Cc3cc(O)c(O)cc3C21 (configuration not stated)	.	.	-6
COc1ccccc1N1CCN(CCCN=C2CC(=O)N(C)C(=O)N2C)CC1	-0.2	1.4	-7
Cc1c(C(=O)O)c(O)cc2c1C(=O)c1c(O)c([C@@H]3O[C@H](CO)[C@@H](O)[C@H](O)[C@H]3O)c(O)c(O)c1C2=O	5.2	1.0	-4

In another format: results already given
smiles | OXTR agonist | V1R ag counter | GalR3 antag
N[C@@H](Cc1c[nH]c2ccc(O)cc12)C(=O)O | -0.5 | 0.2 | .
C[N+]1(C)CCC(=C(c2ccccc2)c2ccccc2)CC1 | -0.4 | 0.4 | .
CC12CCC(=O)C=C1CCC1C2CCC2(C)C1CCC2(O)C(=O)CO (configuration not stated) | -0.7 | 0.4 | .
NC(N)=O | 0.1 | 0.3 | .
COc1cc([C@@H]2Oc3cc(C4Oc5cc(O)cc(O)c5C(=O)[C@H]4O)ccc3O[C@H]2CO)ccc1O (some centres not stated) | -0.9 | -0.9 | .

Going on with the list.
SMILES	OXTR agonist	V1R ag counter	GalR3 antag
COc1cc(-c2oc3cc(O)cc(O)c3c(=O)c2O[C@@H]2O[C@H](COC3O[C@@H](C)[C@H](O)[C@@H](O)[C@H]3O)[C@@H](O)[C@H](O)[C@H]2O)ccc1O (some centres not stated)	-0.3	0.0	-2
COc1ccc(-c2cc(=O)c3c(O)cc(OC4OC(COC5OC(C)C(O)C(O)C5O)C(O)C(O)C4O)cc3o2)cc1O (configuration not stated)	-0.4	0.7	-3
CC1(C)O[C@H]2CC(=O)OC[C@@]23C1CC(=O)[C@]1(C)C3CC[C@@]2(C)[C@H](c3ccoc3)OC(=O)[C@H]3O[C@]321 (some centres not stated)	-0.5	-0.1	-6
Oc1ccc(C2CNCCc3c2cc(O)c(O)c3Cl)cc1 (configuration not stated)	0.7&0.8	0.7&1.1	-3&2
NOCC(=O)O	-0.4	0.7	-2
COC(=O)C1=CO[C@@H](O[C@@H]2O[C@H](CO)[C@@H](O)[C@H](O)[C@H]2O)C2C1C[C@H](O)[C@@H]2C (some centres not stated)	0.1	-0.2	-5
Oc1cc2c(cc1O)[C@H]1c3ccc(O)c(O)c3OC[C@@]1(O)C2	-0.1	3.3	-6

3 entries from above, ordered by the value under GalR3 antag, descending:
SMILES	GalR3 antag
COc1cc(-c2oc3cc(O)cc(O)c3c(=O)c2O[C@@H]2O[C@H](COC3O[C@@H](C)[C@H](O)[C@@H](O)[C@H]3O)[C@@H](O)[C@H](O)[C@H]2O)ccc1O (some centres not stated)	-2
COC(=O)C1=CO[C@@H](O[C@@H]2O[C@H](CO)[C@@H](O)[C@H](O)[C@H]2O)C2C1C[C@H](O)[C@@H]2C (some centres not stated)	-5
CC1(C)O[C@H]2CC(=O)OC[C@@]23C1CC(=O)[C@]1(C)C3CC[C@@]2(C)[C@H](c3ccoc3)OC(=O)[C@H]3O[C@]321 (some centres not stated)	-6

2 of the compounds above, with values under each structure:
Below each SMILES: OXTR agonist, V1R ag counter, GalR3 antag
> Oc1ccc(C2CNCCc3c2cc(O)c(O)c3Cl)cc1 (configuration not stated)
 : 0.7&0.8, 0.7&1.1, -3&2
> NOCC(=O)O
 : -0.4, 0.7, -2

Source: PubChem BioAssay
